MCF10A rereplic: A quantitative high throughput screen for small molecules that induce DNA re-replication in MCF 10a normal breast cells; Potency, µM (series often up to 46.1 µM), for the others: at the highest dose activity, positive = re-replication, most hits filed as activators; actives 2.9% (n = 350,000); MCF 10A DNA re-replication, Hoechst nuclear intensity, 48 h; AID 624296, 2012; further: potency means the concentration at half of the fitted maximal effect; % of control where 0% means no effect; nearly all actives have a fitted effect of over 50% in size
HepG2 tox: qHTS for Inhibitors of TGF-b: Cytotox Counterscreen. HepG2 CAGA-GFP viability, ATP luminescence, 18 h. Potency, µM (highest dose often 46.1 µM), for inactives: top-dose activity change, negative = cytotoxicity, actives largely listed as cytotoxic. actives 0.76% (n = 410,000); further: potency means the concentration at half of the fitted maximal effect; some results filed as inactive show a strong effect at the top dose
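CellTiter-Glo luminescence gave cytotoxicity after 18 hours at 37 degrees C. The cells were HepG2 CAGA-GFP in 1% FBS DMEM, stimulated with 500 pg/mL TGF-beta after compound addition. %Activity was normalised to no-cell wells (complete cell-killing) and DMSO (no toxicity), and curves were fitted and classified.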
SW480 rereplic: A quantitative high throughput screen for small molecules that induce DNA re-replication in SW480 colon adenocarcinoma cells; Potency, µM (highest dose often 46.1 µM), for the others: top-dose re-replication activation, usual class: activators; AID 624297, 2012; actives 1.8% (n = 340,000); SW480 DNA re-replication, Hoechst DNA content imaging, 48 h; further: potency means the concentration at half of the fitted maximal effect; % of control where 0% means no effect; nearly all actives have a fitted effect of over 55% in size
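SW480 cells exposed to compounds for 48 hr at 37 C, 5% CO2, then Hoechst-stained 40 min. Nuclear DNA content imaged by fluorescence scanning (405 nm excitation, 500-530 nm emission); re-replication scored as increased high-intensity nuclei.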
HT1080-NT tox: qHTS for induction of synthetic lethality in tumor cells producing 2HG: qHTS for the HT-1080-NT fibrosarcoma cell line. Potency, µM (doses to about 46.1 µM), without a hit: top-dose activity, negative = less viability, actives largely listed as cytotoxic. HT-1080-NT fibrosarcoma viability, CellTiter-Glo ATP luminescence, 48 h. actives 1.6% (n = 360,000);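 further: NT is the 2HG producing partner of a matched IDH1 knockdown line; potency means the concentration at half of the fitted maximal effect; 0% = DMSO-treated cells and -100% = media-only wells without cells; nearly all actives have a fitted effect of over 55% in size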
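Compounds were tested in concentration-response format on HT-1080-NT cells for 48 hours at 37 degrees C. Cell viability came from CellTiter-Glo luminescence; curves were classified by r2, response magnitude and activity.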
KB-3-1 cytotox: qHTS assay for MDR1-selective chemotherapeutics: Primary screen using the parental adenocarcinoma cell KB-3-1; KB-3-1 viability, CellTiter-Glo ATP luminescence, 72 h; Potency, µM (doses to about 46.1 µM), without a hit: top-dose activity change, negative = cytotoxic, hits mostly cytotoxic; actives 1.4% (n = 400,000); AID 1347075, 2019; further: potency means the concentration at half of the fitted maximal effect; on the % scale 0 is the no-effect control and ±100 the full control effect; nearly all actives have a fitted effect of over 60% in size
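KB-3-1 cells, DMEM (no phenol red) + 10% FBS; compound by pin transfer, 72 h, 37 °C. Readout: CellTiter-Glo luminescence after 10 min. Data normalized, curve-fitted.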
IL-1B inflam inh: qHTS for Inhibitors of Inflammasome Signaling: IL-1-beta AlphaLISA Primary Screen | THP-1 LPS/ATP IL-1B secretion, AlphaLISA, 16 h; active compounds read low | activity change, % at 57.5 µM | actives 4.7% (n = 360,000); in the data active means activity change below about -50%; inconclusive means mostly about -30% to -49%; further: on the % scale 0 is the no-effect control and ±100 the full control effect
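Secreted IL-1B measured by AlphaLISA bead assay after 16 h compound exposure of THP-1 cells; compounds (final up to 57.5 uM) added 1 h before LPS (250 ng/mL) and ATP (1.25 mM) stimulation; lower signal means less secretion.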
HT1080 IDH1KD tx: qHTS for induction of synthetic lethality in tumor cells producing 2HG: qHTS for the HT-1080-IDH1KD cell line; AID 686971, 2013; HT-1080 IDH1 knockdown viability, ATP luminescence, 48 h; actives 2% (n = 360,000); Potency, µM (top dose mostly 46.1 µM), for the others: top-dose activity, negative = toxicity, actives largely listed as cytotoxic;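 further: potency means the concentration at half of the fitted maximal effect; 0% = DMSO wells and -100% = cell-free medium wells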
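CellTiter-Glo luminescence after 48 h compound exposure at 37 degrees C of IDH1-knockdown HT-1080 cells in 5% FBS RPMI. %Activity scaled between DMSO wells and cell-free media wells, with curves fitted and assigned curve classes.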
ATXN2 expr inh: Primary qHTS for Inhibitors of ATXN expression. HEK-293 ATXN2-luciferase reporter, luminescence, 24 h. Potency, µM (titrated, usually from 57 µM), inactives show top-dose activity change, negative = inhibition, usual class: inhibitors. actives 0.72% (n = 360,000); further: potency means the concentration at half of the fitted maximal effect; on the % scale 0 is the no-effect control and ±100 the full control effect; nearly all actives have a fitted effect of over 55% in size
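qHTS (up to 57 uM final) was run with 24 h compound exposure of reporter cells at 37 °C. Each well was multiplexed: SteadyGlo luminescence measured ATXN2-luciferase expression after a fluorogenic Gly-Phe-AFC viability readout (25 uM final).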
ATXN viability: Viability Counterscreen for Primary qHTS for Inhibitors of ATXN expression; S2 cells (HEK-293 line with an ATXN2-luciferase reporter) viability, CellTiter-Fluor protease fluorescence, 24 h; actives 0.49% (n = 400,000); Potency, µM (titrated, usually from 56.7 µM), actives largely listed as cytotoxic; further: potency means the concentration at half of the fitted maximal effect; nearly all actives have a fitted effect of over 40% in size
Active calls of the source: *; i = inactive; u = inconclusive; x = not tested or not shown; & = joins results of further samples; [ ] = another dose, or the depositor's remark. Unless noted, the call rests on the fitted dose curve; in most records, active means well fitted curve in the direction sought with a large enough effect; inconclusive means small, poorly fitted or top-dose-only effect, or another doubt; inactive means no such curve, though single readings can be large; an effect the other way counts as inactive or inconclusive. The order is random; about 8.9% have a hit in one of these screens.

molecule	MCF10A rereplic	HepG2 tox	SW480 rereplic	HT1080-NT tox	KB-3-1 cytotox	IL-1B inflam inh	HT1080 IDH1KD tx	ATXN2 expr inh	ATXN viability
C/C(=N\NC(=O)C(N)=O)c1ccc(NC(=O)c2cccs2)cc1	2%	-8%	2%	1%	4%	-17	1%	29%	u
CC(C)N(Cc1cn[nH]c1-c1ccc(-c2ccccc2)cc1)Cc1nccn1C	u	-14%	u	15µM*	8%	-74*	21µM*	u	u
Cc1cccc(C)c1OCC(=O)NC1CC1	15%	5%	0%	6%	-1%	33	-1%	-6%	i
Cc1ccc(S(=O)(=O)Nc2ccccc2CNc2ccc(Br)cn2)cc1	u	-36%	u	-16%	23µM*	-7	-24%	-1%	i
COCCN(C(=O)c1csnn1)C(C(=O)NC1CCCCC1)c1ccccc1 (stereo not given)	-17%	1%	-24%	1%	u	12	0%	5%	i
COc1ccc(NC(=O)CN2CCN(CC(=O)Nc3ccccc3F)CC2)c(OC)c1	0%	-38%&-26%	10%	7%	-12%&5%	-12	4%	-19%&-13%	u
CCOC(=O)C(C)Sc1cc(CS(=O)(=O)c2ccccc2)nc(-c2ccccc2)n1 (stereo not given)	10%	4%	1%	-5%	-19%	22	0%	-5%	i
COC(=O)c1ccc(C(=O)OC)c(NC(=O)COC(=O)c2ccccc2OC)c1	17%	31%	-5%	22%	0%	14	22%	-20%	i
Cc1ccc(S(=O)(=O)N2CCOC2CNC(=O)C(=O)NCCc2c[nH]c3ccccc23)cc1 (stereo not given)	0%	-35%	-165%[inhibitor]	-6%	0%	11	-6%	x	i
Cc1cc(C(=O)NC2CCCCCCC2)ccc1[N+](=O)[O-]	11%	-6%	2%	-4%	-7%	-17	-2%	87%[activator]	i
CCC1(CC)CNC(=O)NC1	-27%	16%	6%	5%	-6%	17	8%	1%	i
O=C(NCCC1=CCCCC1)C1CCN(C(=O)Nc2ccccc2)CC1	1%	-4%	-3%	-4%	-1%	26	6%	-6%	i
CCn1cnc2cc(NS(=O)(=O)c3ccc(OC)c(OC)c3)ccc21	0%	-14%	-1%	14%	-10%	10	3%	9%	i
CSc1ccc(C(=S)N2CCN(CCO)CC2)cc1	4%	3%	-2%	-5%	21%	-3	5%	3%	i
COC(=O)c1ccc([C@@H](O)[C@H](C)C(=O)CC(=O)OC(C)(C)C)cc1	-16%	12%&-18%	2%	-21%	7%	38	0%	9%	i
COc1cccc(CNC(=O)COc2cc(O)c3c(c2)OC(C)(C)CC3=O)c1	-4%	4%	-22%	0%	0%	-4	0%	-4%	i
Cn1c(CC(=O)NCCO)c(Sc2ccccc2)c2ccccc21	-13%	22%	0%	-17%	8%	7	-16%	-10%	i
CC(NC(=O)c1ccccc1Cl)c1ccc(-n2ccnc2)cc1 (stereo not given)	6%	-14%	-11%	10%	-8%	1	14%	-8%	i
CCCC(=O)O[C@]1(C(=O)CO)CC[C@H]2[C@@H]3CCC4=CC(=O)CC[C@]4(C)[C@H]3[C@@H](O)C[C@@]21C	10%&2%	-2%	-36%&-14%[inhibitor]	28%	0%	x	u	0%&-14%	u
COc1ccc(N2C(=S)NC3CS(=O)(=O)CC32)cc1 (stereo not given)	0%	0%	u	-10%	-8%	-1	15%	5%	i
CCC(=O)N1CCCc2cc(S(=O)(=O)N3CCC(C(=O)NC4CCCCC4)CC3)ccc21	x	-21%	x	x	-7%	x	x	-5%	i
COC(=O)c1ccc(OC(=O)CCS(=O)(=O)c2ccc(C)cc2)cc1	1%	5%	-4%	3%	-4%	7	6%	-6%	i
COc1ccc2c(c1)c(C(C)=O)c(C)n2-c1ccccc1	-1%	-2%	-2%	-2%	-9%	8	-7%	5%	i
COc1ccc(N2C(=O)CC(N3CCC(O)(c4cccc(C(F)(F)F)c4)CC3)C2=O)cc1 (stereo not given)	8%	0%	0%	-9%	2%	-8	-2%	-2%	i
COc1ccc(Nc2nc3ccccc3nc2NS(=O)(=O)c2ccc(NC(C)=O)cc2)cc1	-2%	16%	3%	-19%	-1%	-1	3%	24%	i

Fetched by structure from the list above (2):
molecule	MCF10A rereplic	HepG2 tox	SW480 rereplic	HT1080-NT tox	KB-3-1 cytotox	IL-1B inflam inh	HT1080 IDH1KD tx	ATXN2 expr inh	ATXN viability
COCCN(C(=O)c1csnn1)C(C(=O)NC1CCCCC1)c1ccccc1 (stereo not given)	-17%	1%	-24%	1%	u	12	0%	5%	i
CCn1cnc2cc(NS(=O)(=O)c3ccc(OC)c(OC)c3)ccc21	0%	-14%	-1%	14%	-10%	10	3%	9%	i

(next part)
molecule	MCF10A rereplic	HepG2 tox	SW480 rereplic	HT1080-NT tox	KB-3-1 cytotox	IL-1B inflam inh	HT1080 IDH1KD tx	ATXN2 expr inh	ATXN viability
O=C(c1ccc(S(=O)(=O)Nc2ccccc2)cc1)N1CCOCC1	-1%	1%	2%	-5%	u	2	-6%	-3%	i
CCOc1cc(C(=O)NCc2ccncc2)cc(OCC)c1OCC	1%	2%	-10%	10%	-9%	28	4%	0%	i
O=C(O)CCCCCNC(=O)/C=C/c1ccco1	4%	5%	0%	12%	8%	19	12%	1%	i
CCc1ccc(CN2CCc3nc(N4CCN(CC)CC4)ncc3C2)cc1	x	-7%	x	x	-13%	x	x	-10%	i
COC(=O)CSc1nnc(-c2ccoc2C)n1-c1ccc(C)cc1	-11%	-14%	7%[9.22 µM]	5%	5%	39	6%	4%	i
Cc1cc(C)n(CCc2nc3c4ccccc4nc(N4CCN(c5ccccc5)CC4)n3n2)n1	x	-28%	x	x	6%	x	x	-11%	i
COc1cccc(CN2CCNC(=O)C2CC(=O)NCCCn2ccnc2)c1 (stereo not given)	-4%	-15%	6%	-1%	-2%	39	17%	-1%	i
CC(C)CCc1noc(CN(C)CC2CCN(Cc3ccccc3)CC2)n1	u	-4%	-2%	-15%	-11%	-4	-3%	-30%	i
CCC(=O)c1ccc(OCC(=O)OCC(=O)NC2CCCC2)cc1	1%	-15%	2%	-1%	8%	5	-4%	-6%	i
CSc1ncc(C(=O)NCc2cccc(C)c2)c(-c2ccccc2)n1	x	-35%	x	x	-1%	x	x	-4%	i
COc1ccc(OCC(=O)OCC(=O)N2CC(=O)Nc3ccccc32)cc1	-14%	-20%	u	6%	2%	6	13%	-12%	i
Cc1ccc(-c2c[nH]c(=S)n2-c2ccccc2)cc1	-5%	-20%	i[1.84 µM]	-8%	-13%	3	1%	-10%	i
CCCn1c(N)c(N(CCOC)C(=O)/C=C/c2cccc(Cl)c2)c(=O)[nH]c1=O	-4%	3%	-7%	1%	2%	-16	0%	4%[11.3 µM]	i
CCCC(c1nnnn1CS(=O)(=O)c1ccc(C)cc1)N1CCN(c2ccc(F)cc2)CC1 (stereo not given)	u	3%	6%	-1%	-1%	-17	-3%	2%	i
Cc1csc2c(NC3CCN(Cc4ccccc4)CC3)ncnc12	8%	13%	-2%	-3%	6%	-19	-13%	u	i
CCCN(CC(=O)Nc1ccccc1C)C(=O)C1CCN(S(=O)(=O)c2cccc(C(F)(F)F)c2)CC1	13%	-2%	0%	-9%	-1%	6	0%	2%	i
COc1cc2nc3n(c(=O)c2cc1OC)-c1cc2ccccc2cc1C(=O)NC3CC(C)C (stereo not given)	x	4%	x	-15%	18µM*	-9	u	u	u
C/C(=C\c1ccccc1)C(=O)N1CCN(Cc2ccc3c(c2)OCO3)CC1	u	-30%	1%	-22%	u	-69*	-2%	-19%	i
CC(C)CCNC(=O)NC(=O)COC(=O)/C=C/c1cccc([N+](=O)[O-])c1	-2%	-1%	-3%	-5%	u	0	-3%	-3%	i
C/C=C/c1cc(CN2CCN(c3ccccc3)CC2)c(O)c(OC)c1	u	-33%	11%	u	u	14	-24%	118%[activator]	i
CS(=O)(=O)N(CCc1ccccc1)CC(=O)NCc1ccco1	1%	-21%	-6%[9.22 µM]	3%	-13%	-10	17%	1%	i
Cc1cccc(-n2c(C)c(-c3ccccc3)[nH]c2=S)c1	-1%	17%	14%	2%	-1%	-15	2%	-1%	i
CN(Cc1cccc(F)c1)C(=O)C1CC(=O)N(c2ccc3c(c2)OCCO3)C1 (stereo not given)	13%	-2%	4%	-3%	-8%	-10	-3%	-26%	i
C=C1CCN([C@H](C(=O)NCc2cc(OC)c(OC)c(OC)c2)C(C)C)S(=O)(=O)c2ccccc21	-1%	-5%	-8%[9.22 µM]	-1%	22%	6	2%	7%	i
Cc1cccc(N(C)S(=O)(=O)c2c[nH]c3ccc([N+](=O)[O-])cc23)c1	7%	-15%	u	u	u	-7	u	u	i
CCC1(CC)C(=O)NC(=O)NC1=NCCc1c[nH]c2ccccc12	-3%	8%	2%	-1%[9.24 µM]	0%	0	6%	2%	i
COc1ccc(NS(=O)(=O)c2cc(-c3cnc(C4CC4)o3)ccc2C)cc1	5.8µM*	-32%	u	u	13µM*	-1	21µM*	x	u
N#Cc1ccc(CN2CCN(C(=O)c3ccc(S(=O)(=O)N4CCCCCC4)cc3)CC2)cc1	-3%	-16%	-22%	0%	-23%	-11	-10%	x	u
Cc1ccc(C(=O)NCC(C)NC(=O)c2ccc(C)c([N+](=O)[O-])c2)cc1[N+](=O)[O-] (stereo not given)	24%	30%	-5%[9.22 µM]	3%	-12%	-20	-4%	-3%	i
ON=C(CCc1ccccc1)c1ccccc1	16%	-38%	1%	-7%	10%	8	-14%	65%[activator]	i

From PubChem
